High-throughput results as filed in PubChem BioAssay.
Tb hexokinase: blocks Trypanosoma brucei hexokinase 1 activity | recombinant TbHK1, G6PDH-coupled NADH A340 | inhibition, % at 10 µM | 220,000 tested, 0.11% active | AID 1430;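 active means inhibition of 50% or more in the single-dose primary screen; inactive means inhibition below 50%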
EBV gp42 block: EBV gp42 inhibition; inhibition, % (tested at 21.74 µM); Q1HVG2; 220,000 tested, 0.42% active; AID 1085; Fluorescence polarization binding assay, mP read-out; in the data active means inhibition above about 50%
Target sequence (Q1HVG2 whole entry, looked up): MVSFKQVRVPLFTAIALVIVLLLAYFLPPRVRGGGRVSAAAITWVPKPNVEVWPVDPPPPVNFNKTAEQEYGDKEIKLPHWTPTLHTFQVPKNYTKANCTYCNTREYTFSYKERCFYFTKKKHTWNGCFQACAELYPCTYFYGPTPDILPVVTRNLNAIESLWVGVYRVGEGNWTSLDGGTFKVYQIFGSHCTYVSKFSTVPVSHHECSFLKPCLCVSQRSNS
Mdm2 ligase inh: blocks human Mdm2 ubiquitin ligase activity; cell-based MDM2 ubiquitination luciferase reporter, 2 h; 0 = plate control, 100 = twice control, blank-subtracted; signal enhancement, % at 5 µM; 210,000 tested, 0.11% active; AID 1230;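 active means signal enhancement of 30% or more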;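 further: luminescence tracks abundance of the self-degrading MDM2-luciferase fusion protein; higher signal means inhibition of MDM2 E3 ligase activity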
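Timing – 2 h compound exposure at 37 °C · Assay system – mammalian cells stably expressing self-ubiquitinating, self-degrading MDM2 E3–luciferase fusion · Amount – 2000 cells seeded into each well · Measure – % luminescence enhancement versus blank-corrected plate control mean · Measured by – SteadyLite luminescence, 15 min reagent step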
Hck Nef HTS: inhibitors of human Hck kinase activated by Nef | inhibition, % at 20 µM | Recombinant Hck-YEEI plus Nef, Z-Lyte FRET kinase assay | 220,000 tested, 0.68% active | P08631;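 active means Hck-Nef kinase inhibition above about 50%, limit read from the data; inactive means inhibition below that limit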;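 further: 0% = DMSO with Hck plus Nef and 100% = Hck alone without Nef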
14-3-3 Bad PPI: disrupts binding of bovine 14-3-3 zeta to phospho-Bad peptide | P63103 | inhibition, % at 21.7 µM | 220,000 tested, 0.71% active | TR-FRET 14-3-3zeta/Dy647-pBad peptide displacement, 1 h | AID 781;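 active means inhibition above about 70%, limit read from the data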;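 further: 0% = full 14-3-3 plus peptide FRET controls and 100% = background without 14-3-3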
Runt-SMMHC FRET: Runt domain-CBFb-SMMHC interaction inhibition; 220,000 tested, 0.74% active; inhibition, % at 20 µM; Q01196+Q13951; Cerulean-Runt/Venus-CBFb-SMMHC FRET ratio 530/480, 1 h; AID 1434;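 active means mean inhibition across duplicate retests at 20 µM reaching about 50%, limit read from the data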;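 further: 0% = DMSO wells and 100% = wells with excess untagged CBFb-SMMHC; inhibitors lower the FRET ratio by blocking Runt binding to CBFb-SMMHC; some results filed as inactive read as strong as hits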
Target sequence (Q01196 whole entry, looked up, the tested form may be a part): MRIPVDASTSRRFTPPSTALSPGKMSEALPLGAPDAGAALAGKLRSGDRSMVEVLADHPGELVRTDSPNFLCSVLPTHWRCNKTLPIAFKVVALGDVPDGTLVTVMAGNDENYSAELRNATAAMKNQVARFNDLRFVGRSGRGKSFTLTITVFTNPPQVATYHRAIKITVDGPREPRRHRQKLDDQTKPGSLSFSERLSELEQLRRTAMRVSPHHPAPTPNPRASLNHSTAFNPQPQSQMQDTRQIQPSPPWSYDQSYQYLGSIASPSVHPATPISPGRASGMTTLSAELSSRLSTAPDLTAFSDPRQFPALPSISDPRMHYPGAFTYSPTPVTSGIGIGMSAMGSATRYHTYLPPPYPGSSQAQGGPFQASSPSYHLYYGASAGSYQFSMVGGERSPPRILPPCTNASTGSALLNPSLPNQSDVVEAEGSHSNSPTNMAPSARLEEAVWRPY
Target sequence (Q13951 whole entry, looked up, the tested form may be a part): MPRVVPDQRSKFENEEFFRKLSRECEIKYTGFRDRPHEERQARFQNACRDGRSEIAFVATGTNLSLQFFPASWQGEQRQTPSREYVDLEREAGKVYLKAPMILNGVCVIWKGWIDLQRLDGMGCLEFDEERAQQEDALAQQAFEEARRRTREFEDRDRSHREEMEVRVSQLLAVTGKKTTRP
Runt-CBFb FRET: Runt domain-CBFb interaction inhibition; AID 1496; Cerulean-Runt/Venus-CBFb FRET ratio 530/480, 1 h; inhibition, % at 20 µM; Q01196+Q13951; 220,000 tested, 0.46% active;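 active means inhibition over about 50% at 20 µM in the single-dose screen, limit read from the data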;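 further: 0% = DMSO wells and 100% = excess unlabeled CBFb competitor control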
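Assay system: Cerulean-Runt domain fusion protein, energy donor; Signal: fluorescence energy transfer, 422 nm excitation, 530/480 nm emission; Timing: 1 h compound exposure, room temperature; Control set: unlabeled CBFb; Medium: Tris buffer pH 7.5 with salts and BSA; Compound: single test concentration of 20 µM, 1% DMSO final; Probe or stimulus: Venus-CBFb 100 nM.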
L929 necroptosis: L929 zVAD cell death inhibition. viability rescue, % at 10 µM. 220,000 tested, 0.38% active. L929 zVAD necroptosis rescue, ATP luminescence, 24 h; with zVAD 60 µM;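 active means activation, scaled between plate controls, above about 75%, limit read from the data; inactive means activation under that limit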;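 further: 0% = zVAD with DMSO and 100% = DMSO alone without zVAD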
NCF1 inh: blocks human p47phox regulatory protein of NADPH oxidases. P14598. p47phox/p22phox peptide binding, fluorescence polarization, 2 h. inhibition, % at 24.7 µM. 220,000 tested, 0.53% active. AID 1274;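 active means inhibition above about 30%, limit read from the data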;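 further: 0% = p47phox with labelled peptide and 100% = labelled peptide alone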
* = called active by the depositor; [ ] = another dose, or the depositor's remark.

What do the screens show for `COc1ccc2ccccc2c1/C=N\n1c(C)cc(C)c(C(N)=O)c1=O`?
Tb hexokinase: 6; EBV gp42 block: -19; Mdm2 ligase inh: -9; Hck Nef HTS: 1; 14-3-3 Bad PPI: -3; Runt-SMMHC FRET: 4; Runt-CBFb FRET: -1; L929 necroptosis: -0.3; NCF1 inh: -16

How did CCC(CO)n1c(=S)[nH]c2cc(OC)c(OC)cc2c1=O (centres undefined) do in these assays?
Tb hexokinase: -17; EBV gp42 block: -16; Mdm2 ligase inh: -45; Hck Nef HTS: 28; 14-3-3 Bad PPI: -8; Runt-SMMHC FRET: 2; Runt-CBFb FRET: 3; L929 necroptosis: 1.1; NCF1 inh: 2

What do the screens show for `O=[N+]([O-])c1cc(/C=N/N2CCN(c3ccccc3)CC2)ccc1Cl`?
Tb hexokinase: 34; EBV gp42 block: 12; Mdm2 ligase inh: -4; Hck Nef HTS: 3; 14-3-3 Bad PPI: -30; Runt-SMMHC FRET: -2; Runt-CBFb FRET: 0; L929 necroptosis: 1.3; NCF1 inh: 2

How did CCOC(=O)N/N=C(\CCC(=O)O)c1cccs1 do in these assays?
Tb hexokinase: -11; EBV gp42 block: -3; Mdm2 ligase inh: -16; Hck Nef HTS: -2; 14-3-3 Bad PPI: -5; Runt-SMMHC FRET: 2; Runt-CBFb FRET: 1; L929 necroptosis: -0.2; NCF1 inh: -4

Results for Cn1c(Cc2ccc3c(c2)OCO3)nnc1SCC(=O)NC1CCCC1 ?
Tb hexokinase: 0; EBV gp42 block: -12; Mdm2 ligase inh: -19; Hck Nef HTS: 23; 14-3-3 Bad PPI: 5; Runt-SMMHC FRET: 1; Runt-CBFb FRET: -2; L929 necroptosis: 3.2; NCF1 inh: -3

How did Cc1ccc(N2C(=O)SC(N(CC(=O)O)c3ccc(C)cc3)C2=O)cc1 (centres undefined) do in these assays?
Tb hexokinase: -2; EBV gp42 block: 3; Mdm2 ligase inh: -2; Hck Nef HTS: 31; 14-3-3 Bad PPI: -6; Runt-SMMHC FRET: -1; Runt-CBFb FRET: 3; L929 necroptosis: 2.2; NCF1 inh: 4

Results for Cc1ccc(NC(=O)C2CCCN(S(=O)(=O)c3c(C)noc3C)C2)c(C)c1 (centres undefined) ?
Tb hexokinase: 2; EBV gp42 block: -12; Mdm2 ligase inh: 4; Hck Nef HTS: 0; 14-3-3 Bad PPI: 7[fluorescence artefact?]; Runt-SMMHC FRET: 2; Runt-CBFb FRET: -3; L929 necroptosis: 0.0; NCF1 inh: -18

How did Cc1ccc2cc(CCNC(=O)C3CCCC3)c(=O)[nH]c2c1 do in these assays?
Tb hexokinase: -8; EBV gp42 block: -9; Mdm2 ligase inh: -1; Hck Nef HTS: -9; 14-3-3 Bad PPI: 11; Runt-SMMHC FRET: -2; Runt-CBFb FRET: -1; L929 necroptosis: -1.2; NCF1 inh: 1

What do the screens show for `Cc1ccc(S(=O)(=O)N2CC=C(C(=O)NC3CC3)CC2)cc1`?
Tb hexokinase: -4; EBV gp42 block: -6; Mdm2 ligase inh: -7; Hck Nef HTS: 22; 14-3-3 Bad PPI: -2; Runt-SMMHC FRET: 1; Runt-CBFb FRET: 0; L929 necroptosis: -0.1; NCF1 inh: -1

Results for COc1ccc(C2CC(=O)c3cnc(Nc4cc(C)cc(C)c4)nc3C2)cc1 (centres undefined) ?
Tb hexokinase: -10; EBV gp42 block: -12; Mdm2 ligase inh: -8; Hck Nef HTS: 2; 14-3-3 Bad PPI: 76*; Runt-SMMHC FRET: -6; L929 necroptosis: -0.1; NCF1 inh: -23

What do the screens show for `O=C1c2ccccc2C(=O)N1c1ncc(Cc2ccc(Cl)cc2)s1`?
Tb hexokinase: 3; EBV gp42 block: -10; Mdm2 ligase inh: -1; Hck Nef HTS: 3; 14-3-3 Bad PPI: 8; Runt-SMMHC FRET: -7; Runt-CBFb FRET: -1; L929 necroptosis: 0.0; NCF1 inh: -10

What do the screens show for `CCN(CC)S(=O)(=O)N1CCC(C(=O)NCc2ccc(C)cc2)CC1`?
Tb hexokinase: 33; EBV gp42 block: -12; Mdm2 ligase inh: 4; Hck Nef HTS: 4; 14-3-3 Bad PPI: 69; Runt-SMMHC FRET: 0; Runt-CBFb FRET: 2; L929 necroptosis: 0.2; NCF1 inh: 2

How did CCN(CC)CCN(C)C(=O)CCc1nnc(-c2ccc(C)s2)o1 do in these assays?
Tb hexokinase: -4; EBV gp42 block: -11; Mdm2 ligase inh: -13; Hck Nef HTS: 18; 14-3-3 Bad PPI: -5; Runt-SMMHC FRET: -1; Runt-CBFb FRET: -1; L929 necroptosis: -0.4; NCF1 inh: -12

What do the screens show for `O=C1CCC(C(=O)NC2(C(=O)NC3CCCCC3)CCCCC2)N1` (centres undefined)?
Tb hexokinase: 46; EBV gp42 block: -21; Mdm2 ligase inh: 10; Hck Nef HTS: 2; 14-3-3 Bad PPI: 0[fluorescence artefact?]; Runt-SMMHC FRET: -3; Runt-CBFb FRET: 0; L929 necroptosis: 0.3; NCF1 inh: -2

Results for O=C(Nc1ccc(N2CCOCC2)nc1)c1cccs1 ?
Tb hexokinase: -22; EBV gp42 block: 3; Mdm2 ligase inh: 1; Hck Nef HTS: 22; 14-3-3 Bad PPI: -11; Runt-SMMHC FRET: 2; Runt-CBFb FRET: 1; L929 necroptosis: 22; NCF1 inh: -4

Reprinted from the part before: 2 compounds, then new ones.
What do the screens show for `O=C1CCC(C(=O)NC2(C(=O)NC3CCCCC3)CCCCC2)N1` (centres undefined)?
Tb hexokinase: 46; EBV gp42 block: -21; Mdm2 ligase inh: 10; Hck Nef HTS: 2; 14-3-3 Bad PPI: 0[fluorescence artefact?]; Runt-SMMHC FRET: -3; Runt-CBFb FRET: 0; L929 necroptosis: 0.3; NCF1 inh: -2

Results for O=C(Nc1ccc(N2CCOCC2)nc1)c1cccs1 ?
Tb hexokinase: -22; EBV gp42 block: 3; Mdm2 ligase inh: 1; Hck Nef HTS: 22; 14-3-3 Bad PPI: -11; Runt-SMMHC FRET: 2; Runt-CBFb FRET: 1; L929 necroptosis: 22; NCF1 inh: -4

How did Cc1ccc2[nH]cc(C(=O)NCc3cccs3)c(=O)c2c1 do in these assays?
Tb hexokinase: 0; EBV gp42 block: -11; Mdm2 ligase inh: 10; Hck Nef HTS: 8; 14-3-3 Bad PPI: 7; Runt-SMMHC FRET: 0; Runt-CBFb FRET: -1; L929 necroptosis: 1.2; NCF1 inh: -17

What do the screens show for `O=C(COc1ncnc2ccccc12)N1CCOCC1`?
Tb hexokinase: -2; EBV gp42 block: -24; Mdm2 ligase inh: -30; Hck Nef HTS: -3; 14-3-3 Bad PPI: -1; Runt-SMMHC FRET: 0; Runt-CBFb FRET: 0; L929 necroptosis: 1.6; NCF1 inh: -11

How did COc1cc2c(cc1OC)CN(Cc1cc(=O)oc3cc(C)c(C)cc13)CC2 do in these assays?
Tb hexokinase: -14; EBV gp42 block: -23; Mdm2 ligase inh: -12; Hck Nef HTS: 1; 14-3-3 Bad PPI: 11[fluorescence artefact?]; Runt-SMMHC FRET: 2; Runt-CBFb FRET: -2; L929 necroptosis: 1.2; NCF1 inh: 19

Results for COc1ccc([N+](=O)[O-])cc1NS(=O)(=O)c1ccccc1 ?
Tb hexokinase: 14; EBV gp42 block: 6; Mdm2 ligase inh: 2; Hck Nef HTS: 4; 14-3-3 Bad PPI: -20; Runt-SMMHC FRET: -2; Runt-CBFb FRET: -3; L929 necroptosis: 1.5; NCF1 inh: -2

Results for FC(F)(F)c1cccc(-c2cc3ccccc3nc2N2CCCC2)c1 ?
Tb hexokinase: -4; EBV gp42 block: -16; Mdm2 ligase inh: -9; Hck Nef HTS: 2; Runt-SMMHC FRET: 1; Runt-CBFb FRET: 0; L929 necroptosis: -0.4; NCF1 inh: 6

What do the screens show for `Cc1nc2nc(C)c(CCC(=O)NCc3ccc4c(c3)OCO4)c(C)n2n1`?
Tb hexokinase: 5; EBV gp42 block: 2; Mdm2 ligase inh: -18; Hck Nef HTS: 1; 14-3-3 Bad PPI: -12; Runt-SMMHC FRET: -6; Runt-CBFb FRET: 0; L929 necroptosis: -0.1; NCF1 inh: -2

How did CCC(Oc1ccccc1)C(=O)NCc1ccc(S(N)(=O)=O)cc1 (centres undefined) do in these assays?
Tb hexokinase: 0; EBV gp42 block: -17; Mdm2 ligase inh: 6; Hck Nef HTS: 2; 14-3-3 Bad PPI: 10; Runt-SMMHC FRET: 2; Runt-CBFb FRET: -1; L929 necroptosis: 0.7; NCF1 inh: -5

How did CCOC(=O)c1sc(=NC(=O)c2ccc(Cl)s2)n(C)c1C do in these assays?
Tb hexokinase: -14; EBV gp42 block: -1; Mdm2 ligase inh: -28; Hck Nef HTS: -18; 14-3-3 Bad PPI: -9; Runt-SMMHC FRET: 13; Runt-CBFb FRET: 3; L929 necroptosis: 1.8; NCF1 inh: -5

What do the screens show for `O=C(NCc1ccco1)/C(=C/C=C\c1ccccc1)NC(=O)c1ccc(Br)o1`?
Tb hexokinase: -20; EBV gp42 block: -6; Mdm2 ligase inh: 2; Hck Nef HTS: 1; 14-3-3 Bad PPI: -9[fluorescence artefact?]; Runt-SMMHC FRET: 1; Runt-CBFb FRET: -3; L929 necroptosis: 0.1; NCF1 inh: -12

How did COc1ccc(NC(=O)C2CC(=O)OC2(C)C)cc1 (centres undefined) do in these assays?
Tb hexokinase: 4; EBV gp42 block: 1; Mdm2 ligase inh: 14; Hck Nef HTS: 2; 14-3-3 Bad PPI: -2; Runt-SMMHC FRET: 3; Runt-CBFb FRET: 0; L929 necroptosis: -1.1; NCF1 inh: -7

How did COc1ccccc1C(=O)NCCCNc1ccc([N+](=O)[O-])cc1 do in these assays?
Tb hexokinase: 6; EBV gp42 block: -3; Mdm2 ligase inh: 2; Hck Nef HTS: 1; 14-3-3 Bad PPI: 2; Runt-SMMHC FRET: -3; Runt-CBFb FRET: -3; L929 necroptosis: -0.7; NCF1 inh: -2

How did COc1ccccc1N(CC(=O)NCCSC(C)(C)C)S(C)(=O)=O do in these assays?
Tb hexokinase: 0; EBV gp42 block: -11; Mdm2 ligase inh: -9; Hck Nef HTS: 0; 14-3-3 Bad PPI: 1[fluorescence artefact?]; Runt-SMMHC FRET: -2; Runt-CBFb FRET: -3; L929 necroptosis: 0.3; NCF1 inh: -5

What do the screens show for `CSc1cccc(NC(=O)CN(C)S(=O)(=O)c2ccccc2)c1`?
Tb hexokinase: 4; EBV gp42 block: -15; Mdm2 ligase inh: -13; Hck Nef HTS: 1; 14-3-3 Bad PPI: -9; Runt-SMMHC FRET: 1; Runt-CBFb FRET: 1; L929 necroptosis: 0.5; NCF1 inh: -25

What do the screens show for `CCc1ccccc1NC(=S)N(CCN1CCOCC1)C1CCN(C(C)=O)CC1`?
Tb hexokinase: -3; EBV gp42 block: -7; Mdm2 ligase inh: -3; Hck Nef HTS: -13; 14-3-3 Bad PPI: -12; Runt-SMMHC FRET: -2; Runt-CBFb FRET: 1; L929 necroptosis: -0.9; NCF1 inh: -5

What do the screens show for `COc1ccc(C(Nc2cccc([N+](=O)[O-])c2)P(=O)(OC(C)C)OC(C)C)cc1` (centres undefined)?
Tb hexokinase: 3; EBV gp42 block: -2; Mdm2 ligase inh: -83; Hck Nef HTS: 14; 14-3-3 Bad PPI: -2; Runt-SMMHC FRET: 0; Runt-CBFb FRET: -1; L929 necroptosis: -1.0; NCF1 inh: -12
